Source: PubChem BioAssay
GLD-1 TGE inh: GLD-1-TGE RNA interaction inhibition (C. elegans); inhibition, % at 5.96 µM; Q17339; purified GLD-1 + fluorescein TGE RNA, fluorescence polarization; hit rate 0.44% among 320,000;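 active = percent inhibition above a per-plate cutoff, the plate mean of test compounds plus 3 SD, cut at about 30% in these data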;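 note: 0% = DMSO wells with GLD-1 and probe and 100% = wells lacking GLD-1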
MEX-5 binding: C. elegans MEX-5 TCR-2 RNA binding activity. AID 1832. activity score (negative = inhibition of binding), % at 10 µM. hit rate 0.38% among 300,000. Q9XUB2. MEX-5/FITC-TCR2 RNA binding, fluorescence polarization; active compounds read low;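 active = inhibition past about -25% in most replicates, and total fluorescence under double the plate's negative control median, limit read from the data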;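 note: 0% = DMSO and -100% = 5 µM competing unlabeled TCR2 RNA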
Target sequence (Q9XUB2 whole entry, looked up): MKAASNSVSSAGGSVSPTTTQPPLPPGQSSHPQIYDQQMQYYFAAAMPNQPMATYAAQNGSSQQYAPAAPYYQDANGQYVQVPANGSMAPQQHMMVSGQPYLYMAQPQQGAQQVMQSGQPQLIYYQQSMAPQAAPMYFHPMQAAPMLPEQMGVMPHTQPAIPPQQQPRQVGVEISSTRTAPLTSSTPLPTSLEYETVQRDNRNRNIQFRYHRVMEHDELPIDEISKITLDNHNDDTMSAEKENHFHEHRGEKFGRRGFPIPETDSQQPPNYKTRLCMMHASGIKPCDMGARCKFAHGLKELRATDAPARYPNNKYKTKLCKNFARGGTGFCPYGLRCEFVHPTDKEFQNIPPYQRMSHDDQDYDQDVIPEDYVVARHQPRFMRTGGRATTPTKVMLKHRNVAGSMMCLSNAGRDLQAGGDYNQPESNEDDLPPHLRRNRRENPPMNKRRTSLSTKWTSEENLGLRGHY
Bcl-xL primary: inhibitors of human Bcl-xL; Q07817; GST-Bcl-xL / FITC-Bim BH3 peptide fluorescence polarization; inhibition, % at 10.9 µM; hit rate 0.7% among 320,000; AID 2129;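 active = inhibition above the mean of all tested compounds plus 3 SD, cutoff set per campaign, cut at about 30% in these data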;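 note: 0% = DMSO wells and 100% = unlabeled Bim-BH3 peptide competitor; inhibitors lower millipolarization by displacing the labeled peptide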
Target sequence (Q07817 whole entry, looked up): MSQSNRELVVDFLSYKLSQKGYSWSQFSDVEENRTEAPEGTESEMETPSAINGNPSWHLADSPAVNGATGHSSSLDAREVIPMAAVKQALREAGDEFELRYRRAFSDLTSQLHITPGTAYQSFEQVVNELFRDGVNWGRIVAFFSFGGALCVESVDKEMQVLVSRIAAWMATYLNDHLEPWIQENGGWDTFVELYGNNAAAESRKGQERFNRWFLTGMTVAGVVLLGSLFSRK
ZTA DNA inh: counter-screen for EBNA-1 inhibitors: inhibitors of Epstein-Barr virus ZTA; ZTA-DNA binding, fluorescence polarization; P03206; hit rate 0.15% among 320,000; inhibition, % at 11 µM; in the data active = inhibition above about 33%
Target sequence (P03206 whole entry, looked up): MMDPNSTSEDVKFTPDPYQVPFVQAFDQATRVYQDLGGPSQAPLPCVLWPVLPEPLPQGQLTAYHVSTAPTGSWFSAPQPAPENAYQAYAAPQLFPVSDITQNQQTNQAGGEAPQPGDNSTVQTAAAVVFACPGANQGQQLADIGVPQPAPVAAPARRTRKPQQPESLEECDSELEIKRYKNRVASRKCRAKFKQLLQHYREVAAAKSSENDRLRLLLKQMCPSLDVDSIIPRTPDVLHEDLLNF
EBNA-1 inh: blocks EBNA-1 binding to DNA. EBNA-1 DNA binding, fluorescence polarization. inhibition, % at 14.8 µM. hit rate 0.34% among 300,000. AID 1950; in the data active = inhibition above about 28%
Yeast superoxide: yeast age-related superoxide inhibition as caloric restriction mimetic. S. cerevisiae aged cells, superoxide DHE fluorescence; active compounds read low. superoxide response (% of plate mean), % at 10 µM. AID 2690. hit rate 0.18% among 330,000;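 active = superoxide response under a set limit, about three screen SD below normal, cut at about 65% in these data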;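 note: yeast aged for seven days with compound at 30 °C before DHE staining; 100% = average MFI of all compound-treated wells on the plate with controls excluded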
MCL1 BIM primary: inhibitors of human MCL1 binding to BIM-BH3 peptide | inhibition, % at 10.9 µM | hit rate 0.68% among 320,000 | GST-MCL1 / FITC-Bim-BH3 fluorescence polarization | AID 2057;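 active = inhibition above the mean inhibition of all tested compounds plus 3 SD, set per campaign, cut at about 40% in these data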;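 note: 0% = DMSO wells and 100% = unlabeled Bim-BH3 peptide control; higher means more loss of mP so more displacement of Bim peptide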
Fam108B counter: blocks mouse Fam108B hydrolase in RBBP9 counter-screen; recombinant Fam108B, FP-Rh probe fluorescence polarization; inhibition, % at 9.51 µM; hit rate 0.33% among 300,000; AID 1947;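 active = inhibition above the screen mean inhibition plus 3 SD, computed separately per campaign, cut at about 18% in these data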;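 note: inhibitors lower polarization as less probe binds the enzyme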
Efflux pump inh: blocks antifungal efflux pumps in multiplex yeast assay; S. cerevisiae Candida pump triplex, Nile Red efflux; inhibition, % at 10 µM; hit rate 0.44% among 330,000; AID 485275;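 active = plate passing quality check with inhibition over a set limit, or well fluorescence over plate mean plus 4 SD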;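 note: Nile Red retained in pooled yeast measured as flow cytometry median fluorescence; 0% = buffer negative control and 100% = Enniatin B positive control; higher means more Nile Red kept so more efflux inhibition; some compounds called inactive have numbers as strong as hits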
Active calls of the source: *; nt = not tested or not shown.

Start of the data: the first 7 entries as a preview:
SMILES	GLD-1 TGE inh	MEX-5 binding	Bcl-xL primary	ZTA DNA inh	EBNA-1 inh	Yeast superoxide	MCL1 BIM primary	Fam108B counter	Efflux pump inh
Cc1ccccc1OCC(=O)Nc1nnc(C2CCCC2)s1	7.3	-1.8	3.6	-19.8	-3.7	91.6	9.5	0.5	-0.3
COCc1nnc(NC(=O)c2cc(Cl)ccc2OC)s1	3.5	-0.6	3.9	7.6	13.4	103.3	5.2	-3.5	-0.1
CC(C)c1nnc(NC(=O)CCC(=O)NC2CCCCCCC2)s1	-7.2	1.3	3.6	-10.7	2.3	88.2	0.5	1.7	0.1
C/C(=N\NC(=O)CSCc1ccc([N+](=O)[O-])cc1)c1cccc(Br)c1	4.1	0.6	9.4	3.3	4.2	101.8	15.8	-0.5	-0.1
CC(C)NC(=O)[C@]1(C)CCC[C@@]2(C)C3CC[C@@]4(C)C[C@]3(CCC21)CC4=O (stereo not given in full)	4.8	nt	0.6	-4.3	nt	93.7	0.3	nt	0.1
CCCC[N+](CC#CCO)(CC#Cc1ccccc1)CCCC	0.3	-0.6	4.5	7.5	10.1	113.6	1.9	2.0	0.0
CSc1nc(O)c(C(c2ccc(OC(C)C)cc2)c2c(O)nc(SC)[nH]c2=O)c(=O)[nH]1	-2.2	-0.1	7.4	15.7	6.1	103.7	12.6	-3.4	0.0

All compounds of this part, repeating the preview:
SMILES	GLD-1 TGE inh	MEX-5 binding	Bcl-xL primary	ZTA DNA inh	EBNA-1 inh	Yeast superoxide	MCL1 BIM primary	Fam108B counter	Efflux pump inh
Cc1ccccc1OCC(=O)Nc1nnc(C2CCCC2)s1	7.3	-1.8	3.6	-19.8	-3.7	91.6	9.5	0.5	-0.3
COCc1nnc(NC(=O)c2cc(Cl)ccc2OC)s1	3.5	-0.6	3.9	7.6	13.4	103.3	5.2	-3.5	-0.1
CC(C)c1nnc(NC(=O)CCC(=O)NC2CCCCCCC2)s1	-7.2	1.3	3.6	-10.7	2.3	88.2	0.5	1.7	0.1
C/C(=N\NC(=O)CSCc1ccc([N+](=O)[O-])cc1)c1cccc(Br)c1	4.1	0.6	9.4	3.3	4.2	101.8	15.8	-0.5	-0.1
CC(C)NC(=O)[C@]1(C)CCC[C@@]2(C)C3CC[C@@]4(C)C[C@]3(CCC21)CC4=O (stereo not given in full)	4.8	nt	0.6	-4.3	nt	93.7	0.3	nt	0.1
CCCC[N+](CC#CCO)(CC#Cc1ccccc1)CCCC	0.3	-0.6	4.5	7.5	10.1	113.6	1.9	2.0	0.0
CSc1nc(O)c(C(c2ccc(OC(C)C)cc2)c2c(O)nc(SC)[nH]c2=O)c(=O)[nH]1	-2.2	-0.1	7.4	15.7	6.1	103.7	12.6	-3.4	0.0
Cc1cc(C)cc(N(CC(=O)NC2CC3CCC2C3)S(C)(=O)=O)c1 (stereo not given)	-0.1	0.8	4.8	9.3	11.6	108.9	-0.3	3.0	-0.1
CCn1nc(NS(=O)(=O)c2ccccc2[N+](=O)[O-])c2cc3cccc(C)c3nc21	1.1	-0.7	13.6	6.9	5.4	95.3	13.2	1.6	-0.1
CCC(Sc1nc(N)cc(=O)[nH]1)C(=O)NC(C(=O)OC)c1ccccc1 (stereo not given)	-1.3	-0.1	0.8	3.2	-11.9	109.0	4.0	4.2	0.2
CC(=O)Nc1ccc(S(=O)(=O)NC(C)C(=O)NCCc2ccc(F)cc2)cc1 (stereo not given)	-9.7	1.3	-16.2	-1.7	-7.2	110.3	-19.1	-3.7	-0.1
COc1ccc2[nH]cc(CCNC(=O)CS(=O)(=O)Cc3ccccc3)c2c1	0.6	0.7	3.4	2.4	-9.5	112.3	4.8	0.2	-0.1
C=CCN(CC=C)C(=O)c1ccc(OC2CCN(C(C)=O)CC2)c(OC)c1	-1.8	1.4	6.6	4.0	6.7	91.2	1.6	6.4	-0.1
O=C(CN1C(=O)NC2(CCOc3ccccc32)C1=O)Nc1ccc(F)c(F)c1F (stereo not given)	5.1	-0.6	-8.7	12.0	8.9	95.1	-1.4	-3.5	0.0
Cc1ccc(CCNC(=O)c2cc(-c3ccncc3)nc3ccccc23)cc1	1.1	3.0	0.6	2.5	-1.6	114.9	0.4	-2.2	0.2
CCCN(CC(=O)Nc1ccc(Cl)cc1Cl)Cc1cc(=O)n2ccsc2n1	3.2	10.1	-2.2	-27.4	1.6	87.2	3.0	-1.9	0.1
O=C(CCSc1nnc(-c2ccco2)o1)Nc1ccccc1	-3.9	1.3	6.0	10.2	7.4	96.7	3.5	-2.8	0.1
Cc1cccn2cc(-c3ccc(F)cc3)cc12	5.8	1.1	25.0	-3.7	0.4	100.3	25.0	3.5	0.1
COc1ccc(NC(=O)CSCC(=O)NC2(C)CCS(=O)(=O)C2)cc1 (stereo not given)	3.0	-0.6	2.9	5.2	9.1	92.4	10.5	5.6	-0.1
COc1ccc(S(=O)(=O)c2c(O)c3ccc(C(=O)Nc4ccccc4Cl)cc3[nH]c2=O)cc1	-4.7	-6.0	14.8	-1.2	-19.0	114.2	3.9	-1.1	0.2
CC(C)(C)c1ccc(CCC2OCC(CN3CCOCC3)O2)cc1 (stereo not given)	10.4	-3.1	1.0	-13.9	-7.3	87.3	4.3	1.4	0.0
CSCCC(NS(=O)(=O)c1ccccc1F)C(=O)NCc1cccs1 (stereo not given)	-5.2	nt	-2.6	-1.8	nt	100.1	0.9	nt	-0.2
COc1ccc(NC(=O)CSc2ncccn2)cc1S(=O)(=O)N1CCCCC1	4.1	nt	6.2	15.8	nt	105.4	8.9	nt	0.0
CCc1cccc(CC)c1NC(=O)C1CC(=O)N(c2ccc3c(c2)OCCO3)C1 (stereo not given)	-0.8	0.2	-0.9	-13.2	-2.8	95.9	-2.1	-1.7	-0.1
Cc1ccc(OCc2nc(C#N)c(N3CCN(Cc4ccccc4)CC3)o2)cc1	0.7	1.8	3.0	-0.2	-0.5	93.0	4.9	0.8	0.0
CCN(Cc1ccccc1)C(c1cc2ccc(C)cc2[nH]c1=O)c1nnnn1CCOC (stereo not given)	17.5	1.1	6.0	1.9	16.9	92.9	10.2	0.4	0.1
COC(=O)c1cc(NCc2ccc3c(c2)OCO3)ccc1N1CCOCC1	1.4	1.4	-1.4	-3.1	-6.4	74.2	0.4	1.3	0.2
O=C(CN1CCN(Cc2cccc(Cl)c2)C1=O)NCC1CCCO1 (stereo not given)	-0.3	-2.1	0.3	8.2	5.8	94.4	-6.6	-4.0	-0.7
COc1ccccc1N1CCN(C(=O)c2ccccc2N(C)S(=O)(=O)c2ccc(C)cc2)CC1	4.5	1.7	1.5	-10.4	10.8	112.1	-1.5	0.7	0.2
O=C1CN(C(=O)COC(=O)c2ccc[n+]([O-])c2)c2ccccc2N1	3.4	-0.2	1.1	-23.7	-5.1	92.3	4.9	1.4	0.1

Three of the entries above in order of their number in Efflux pump inh, low to high:
| Structure | Efflux pump inh |
| --- | --- |
| COc1ccc(NC(=O)CSCC(=O)NC2(C)CCS(=O)(=O)C2)cc1 (stereo not given) | -0.1 |
| O=C(CCSc1nnc(-c2ccco2)o1)Nc1ccccc1 | 0.1 |
| COC(=O)c1cc(NCc2ccc3c(c2)OCO3)ccc1N1CCOCC1 | 0.2 |

Later entries
SMILES	GLD-1 TGE inh	MEX-5 binding	Bcl-xL primary	ZTA DNA inh	EBNA-1 inh	Yeast superoxide	MCL1 BIM primary	Fam108B counter	Efflux pump inh
CCOC(=O)CCc1c(C)c2ccc(OCc3nn[nH]n3)c(C)c2oc1=O	-2.2	2.7	13.6	4.5	-0.2	111.9	-0.6	1.1	-0.2
O=C(NCc1ccco1)/C(=C/c1ccc(Br)cc1)NC(=O)c1ccco1	2.2	-1.1	0.8	-1.2	7.1	111.0	-6.7	-1.7	-0.6
COc1ccc(C2C(C#N)=C(C)NC3=C2C(=O)CC(C)(C)C3)c(OC)c1 (stereo not given)	1.8	0.8	-0.9	-3.5	2.5	101.0	1.6	-3.6	0.1
Cc1ccc(S(=O)(=O)NCC(=O)Nc2ccc3c(c2)OCO3)cc1	0.8	-0.7	3.3	0.7	-9.2	107.9	5.5	6.6	0.0
CCOc1c(Br)cc(CNc2ccc(N3CCN(C(C)=O)CC3)cc2)cc1OC	3.2	3.3	13.9	-21.9	-1.9	99.3	10.1	3.0	0.1
Cc1ccccc1NC(=O)c1cccc(OCc2c(C)noc2C)c1	7.9	3.2	5.4	1.7	8.8	96.8	8.6	-1.6	-0.1
O=C(CC(CC(=O)c1ccc(Cl)cc1)c1ccccc1C(=O)O)c1ccc(Cl)cc1	1.1	2.9	3.1	4.8	7.7	98.7	5.2	1.3	0.0
NC(=O)c1c(NC(=O)c2cc3ccccc3o2)sc2c1CCC2	-9.5	-0.2	6.6	-13.9	0.9	109.0	1.4	-1.4	0.1
Cc1oc2c(CN3CCCC3)c(O)ccc2c(=O)c1-c1ccc(Cl)cc1	2.5	-0.2	5.7	-0.4	-6.1	101.1	0.0	3.2	-0.1
CCC(Oc1ccccc1)C(=O)N1CCN(c2ccccn2)CC1 (stereo not given)	0.9	-1.2	5.0	-3.6	-2.6	96.0	6.1	5.2	0.1
COc1cc(C#Cc2c(-c3ccccc3OC)oc3ccccc23)cc(OC)c1	-8.6	nt	-5.0	-9.0	nt	118.8	-11.0	nt	0.1
Cc1nn(CC(=O)c2ccc(Br)s2)c(C)c1[N+](=O)[O-]	-30.3	-3.2	-36.3	-1.5	5.3	109.0	-51.7	-7.4	0.0
Cc1cc(C)n(-c2ccc(C(=O)OCC(=O)Nc3cc(S(C)(=O)=O)ccc3Cl)cc2)n1	-0.6	nt	-5.1	11.6	nt	95.8	-7.6	nt	-0.1
O=S(=O)(Cc1noc(-c2ccccc2Cl)n1)c1ccccn1	0.3	1.1	14.8	0.5	9.2	102.0	13.5	-0.9	0.1
COc1ccccc1/C=C(\C#N)C(=O)Nc1ccc(S(N)(=O)=O)cc1	-10.2	-0.2	4.0	-1.5	7.2	105.9	-4.8	4.0	0.0
